HEK293 tox: cytotoxicity counter-screen for GLP-1 receptor inverse agonists. HEK293 cAMP-luciferase reporter cells, luminescence, 24 h. Potency, µM (series often up to 38.3 µM), for the others: at the top dose activity change, negative = inhibition, most hits filed as inhibitors. 410,000 compounds, 0.13% hits. AID 624418;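 note: loss of luciferase light is scored as toxicity; potency is the fitted concentration of half-maximal effect; % is set by controls: 0 for no effect and ±100 for the full control effect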
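Quantitative HTS format, 1536 wells, 200 cells/uL seeded. Compounds: 23 nL, 24 h, 37 °C. Detection: luciferase reagent, luminescence at 12 min RT; decreased signal taken as cytotoxic.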
KB-3-1 cytotox: kills parental KB-3-1 adenocarcinoma cells; Potency, µM (series often up to 46.1 µM), without a hit: at the highest dose activity change, negative = cytotoxic, usual class: cytotoxic; KB-3-1 viability, CellTiter-Glo ATP luminescence, 72 h; 400,000 compounds, 1.4% hits; note: potency is the fitted concentration of half-maximal effect; % is set by controls: 0 for no effect and ±100 for the full control effect; nearly all actives have a fitted effect of over 60% in size
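Multi-concentration cytotoxicity screen in KB-3-1 cells grown in DMEM lacking phenol red with 10% FBS. After 72 h at 37 °C with compound, ATP-dependent luminescence was recorded.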
MCF10A rereplic: inducers of DNA re-replication in MCF 10A breast cells; Potency, µM (highest dose often 46.1 µM), inactives show top-dose activity, positive = re-replication, hits mostly activators; MCF 10A DNA re-replication, Hoechst nuclear intensity, 48 h; 350,000 compounds, 2.9% hits; note: potency is the fitted concentration of half-maximal effect; % of control where 0% means no effect; nearly all actives have a fitted effect of over 50% in size
HT1080NT lethal: kills 2HG-producing HT-1080-NT fibrosarcoma cells | HT-1080-NT fibrosarcoma viability, CellTiter-Glo ATP luminescence, 48 h | Potency, µM (doses to about 46.1 µM), without a hit: top-dose activity, negative = less viability, hits mostly cytotoxic | 360,000 compounds, 1.6% hits | AID 686970;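 note: NT is the 2HG producing partner of a matched IDH1 knockdown line; potency is the fitted concentration of half-maximal effect; 0% = DMSO-treated cells and -100% = media-only wells without cells; nearly all actives have a fitted effect of over 55% in size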
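Luminescent CellTiter-Glo readout after 48 hours of compound exposure at 37 degrees C defined viability of HT-1080-NT cells. Activity was normalized to DMSO wells and cell-free media wells; concentration-response curves were fitted and assigned curve classes.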
KB-V1 MDR tox: kills drug-selected multidrug resistant KB-V1 cells; KB-V1 MDR cells viability, CellTiter-Glo, 72 h; 400,000 compounds, 3.4% hits; AID 1347076; Potency, µM (doses to about 46.1 µM), for the others: at the top dose activity change, negative = cytotoxicity, most hits filed as cytotoxic; note: potency is the fitted concentration of half-maximal effect; % is set by controls: 0 for no effect and ±100 for the full control effect; nearly all actives have a fitted effect of over 60% in size
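KB-V1 MDR subline cells in DMEM (phenol-red free, 10% FBS) exposed to compounds in qHTS concentration series for 72 h at 37 degrees C. Viability read by CellTiter-Glo luminescence; concentration-effect curves fitted after normalization and correction.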
DRD3 agonist: D3 dopamine receptor (human) agonism. P35462. D3R DiscoveRx beta-arrestin cells, luminescence, 90 min. max activation, %. 410,000 compounds, 0.58% hits. AID 652048; in the data active = max activation above about 30%; note: 0% is about no effect; mostly tested at two doses, the higher about 12 µM
Target sequence (P35462 whole entry, looked up): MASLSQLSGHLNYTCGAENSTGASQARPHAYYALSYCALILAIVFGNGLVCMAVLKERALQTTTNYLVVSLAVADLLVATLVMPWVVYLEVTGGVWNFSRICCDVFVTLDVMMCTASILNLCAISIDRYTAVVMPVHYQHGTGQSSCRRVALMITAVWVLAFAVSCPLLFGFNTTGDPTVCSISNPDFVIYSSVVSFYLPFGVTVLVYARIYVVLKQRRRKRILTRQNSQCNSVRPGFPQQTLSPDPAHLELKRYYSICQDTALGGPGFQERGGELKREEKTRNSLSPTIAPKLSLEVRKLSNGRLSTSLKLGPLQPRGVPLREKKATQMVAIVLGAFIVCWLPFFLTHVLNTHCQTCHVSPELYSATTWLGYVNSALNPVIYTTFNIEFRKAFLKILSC
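Cells at 1500/well, incubated overnight, then treated with pinned compounds (dopamine as control) for 90 min at 37 degrees C. DiscoveRx reagent added for 30 - 60 minutes at room temperature; luminescence read.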
SW480 rereplic: inducers of DNA re-replication in SW480 colon cancer cells | SW480 DNA re-replication, Hoechst DNA content imaging, 48 h | AID 624297 | Potency, µM (doses to about 46.1 µM), inactives show at the top dose re-replication activation, actives largely listed as activators | 340,000 compounds, 1.8% hits; note: potency is the fitted concentration of half-maximal effect; % of control where 0% means no effect; nearly all actives have a fitted effect of over 55% in size
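SW480 cells exposed to compounds for 48 hr at 37 C, 5% CO2, then Hoechst-stained 40 min. Nuclear DNA content imaged by fluorescence scanning (405 nm excitation, 500-530 nm emission); re-replication scored as increased high-intensity nuclei.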
IL-1B inflam inh: inflammasome signaling inhibition, IL-1 beta readout; 360,000 compounds, 4.7% hits; AID 743279; THP-1 LPS/ATP IL-1B secretion, AlphaLISA, 16 h; active compounds read low; activity change, % at 57.5 µM; in the data active = activity change below about -50%; inconclusive = mostly about -30% to -49%; note: % is set by controls: 0 for no effect and ±100 for the full control effect
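Secreted IL-1B measured by AlphaLISA bead assay after 16 h compound exposure of THP-1 cells; compounds (final up to 57.5 uM) added 1 h before LPS (250 ng/mL) and ATP (1.25 mM) stimulation; lower signal means less secretion.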
HT1080 IDH1KD tx: HT-1080 IDH1 knockdown cell toxicity (counter line). HT-1080 IDH1 knockdown viability, ATP luminescence, 48 h. Potency, µM (series often up to 46.1 µM), inactives show top-dose activity, negative = toxicity, usual class: cytotoxic. 360,000 compounds, 2% hits;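 note: potency is the fitted concentration of half-maximal effect; 0% = DMSO wells and -100% = cell-free medium wells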
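CellTiter-Glo luminescence after 48 h compound exposure at 37 degrees C of IDH1-knockdown HT-1080 cells in 5% FBS RPMI. %Activity scaled between DMSO wells and cell-free media wells, with curves fitted and assigned curve classes.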
Starred values were filed as active, the others as inactive; i = inactive; ? = inconclusive; . = no result given; & = joins results of further samples; [ ] = dose if it differs, or a comment. Unless noted, calls come from the whole dose curve; as a rule, active = well fitted curve in the direction sought with a large enough effect; inconclusive = small, poorly fitted or top-dose-only effect, or another doubt; inactive = no such curve, though single readings can be large; an effect the other way counts as inactive or inconclusive.

Molecule	MCF10A rereplic	SW480 rereplic	HEK293 tox	IL-1B inflam inh	HT1080NT lethal	DRD3 agonist	HT1080 IDH1KD tx	KB-V1 MDR tox	KB-3-1 cytotox
CC[C@@H]1C=C(C(=O)O)[C@H](c2ccc(Cl)c(Cl)c2)N1S(=O)(=O)c1ccc(C)cc1	-9%	9%	1%	20	-5%	5	-13%	0%	0%
Cc1c(C(=O)N2CCCC(C(F)(F)F)C2)oc2ccccc12 (stereo not drawn)	10%	8%	2%	14	1%[9.24 µM]	-12	0%	0%	15%
COC(=O)C1Cc2c([nH]c3ccccc23)C2CCC(=O)N12 (stereo not drawn)	.	.	1%	-5	-3%	3	14%	2%	14%
Cc1nn(C(=O)c2ccccc2)c(C)c1Sc1ccc(Cl)cc1	.	.	?	.	.	-2	.	7.3µM*	?
COC(=O)[C@H](Cc1ccccc1)NC(=O)Nc1ccc(S(N)(=O)=O)cc1	0%	0%	-7%	9	7%	-9	7%	7%	3%
CCCCC(=O)Nc1ccc(NC(=S)NC(=O)CC(C)C)cc1OC	8%	35%	-16%	6	-1%	4	0%	-5%	3%
CC(=O)N1CCN(S(=O)(=O)c2cccc(C(=O)Nc3nc4c(s3)CCCC4)c2)CC1	23%	1%	-5%	-25	-15%	-3	-1%	0%	-23%
CCN(CC)S(=O)(=O)c1ccc(C(C)NC(=O)Cc2c[nH]c3ccccc23)cc1 (stereo not drawn)	-3%	-129%[inhibitor]	-9%	-2	-22%	16	-28%	-2%	4%

(listing goes on)
Molecule	MCF10A rereplic	SW480 rereplic	HEK293 tox	IL-1B inflam inh	HT1080NT lethal	DRD3 agonist	HT1080 IDH1KD tx	KB-V1 MDR tox	KB-3-1 cytotox
Cc1cc(NC(=O)C(=O)NCc2cccc(Cl)c2)no1	10%	?	0%	2	1%	14	-8%	1%	5%
N#Cc1cc2c(nc1SCc1cccnc1)CCCC2	-2%	5%	1%	-2	-7%	-3	7%	?	-8%
CCCc1nccn1S(=O)(=O)c1cc(Br)ccc1OC	.	.	14%	.	.	-7	.	1%	5%
Cc1ccc(NS(=O)(=O)c2ccc(OCC(=O)NCc3ccncc3)cc2)cc1	?	0%	-28%	18	4%	2	1%	0%	-2%
Cc1cn([C@H]2C[C@H](N=[N+]=[N-])[C@@H](CO)O2)c(=O)[nH]c1=O	4%&-40%&2%	?	-11%	83	21%	6&1&5	1%	-11%	-2%
CC(C)Cn1cc(F)c(=O)n(CC(C)C)c1=O	-30%	-8%	1%	-8	0%	-11	-4%	7%	2%
CC(C)C(=O)N1c2ncnn2C2(CCCCC2)[C@@H]2CCCC[C@@H]21	.	.	-8%	.	.	6	.	-1%	-1%
COc1ccc(C(C(=O)NCC2CCCO2)N(C(=O)CNC(=O)c2cccs2)c2ccc(C(C)=O)cc2)cc1OC (stereo not drawn)	-1%	-13%	-12%	-10	17%	8	13%	-1%	7%

Continued:
Molecule	MCF10A rereplic	SW480 rereplic	HEK293 tox	IL-1B inflam inh	HT1080NT lethal	DRD3 agonist	HT1080 IDH1KD tx	KB-V1 MDR tox	KB-3-1 cytotox
Cc1noc(C)c1C(=O)Nc1nc(-c2ccccc2Cl)cs1	15%	3%	2%	50	0%	13	-2%	-11%	-5%
N#CCCn1c(SCC(=O)NCc2ccco2)nc2ccccc21	10%	0%	2%	13	7%	-3	2%	6%	-2%
CCS(=O)(=O)c1ccc(O)c(N2C(=O)C3C4C=CC(C4)C3C2=O)c1 (stereo not drawn)	-3%	5%	16%	-9	0%	7	-2%	7%	12%
O=C(NCc1ccccn1)C1CC(c2ccc(Cl)c(Cl)c2)=NO1 (stereo not drawn)	11µM*	16%	-17%	33	-20%	-6	?	?	?
C=CCN1C(=O)/C(=C2\SC(N3CCOCC3)=NC2=O)c2cc(Br)ccc21	13%	2%	1%	16	15%	-5	8%	-24%	1%
O=S(=O)(c1ccc2oc(=S)[nH]c2c1)N1CCCCC1	-1%	-8%	5%	27	0%	3	2%	1%	2%
O=C(OCC(=O)c1cccs1)C1=COCCO1	0%	-1%	-2%	0	14%	-4	14%	-12%	-5%
Cc1ccc(-n2[nH]c(C)c(/C=N/NC(=O)c3ccc(O)cc3O)c2=O)cc1	2%	8.2µM*	-18%	220	2.1µM*	-2	10µM*	3%	-13%

(listing goes on)
Molecule	MCF10A rereplic	SW480 rereplic	HEK293 tox	IL-1B inflam inh	HT1080NT lethal	DRD3 agonist	HT1080 IDH1KD tx	KB-V1 MDR tox	KB-3-1 cytotox
CCOC(=O)CNC(=O)C1CCCc2c1[nH]c1ccc(Cl)cc21 (stereo not drawn)	?	-13%	-1%	0	-19%	8	-4%	2%	1%
C=CCn1c(SCC(=O)NC2CC2)nnc1-c1ccccn1	-25%	8%	-4%	3	15%	1	13%	17%	-7%
COCC(=O)NCc1nc2ccccc2n1Cc1ccccc1F	0%	-1%	8%	13	1%	-2	3%	-2%	12%
CCOC(=O)c1c(NC(=O)COC(=O)c2cnc(C)cn2)sc(C(=O)N(C)C)c1C	4%	-11%	-7%	-5	-2%	-1	-3%	5%	2%
O=C(OCc1ccc([N+](=O)[O-])cc1)C1CC(=O)N(Cc2ccccc2)C1 (stereo not drawn)	-10%	1%	-4%	18	5%	0	-11%	-28%	9%
COc1cccc(OCc2nc3ccccc3c(=O)n2N)c1	-8%	0%	7%	8	-4%	6	-10%	?	-14%
CCN(CC)CCNC(=O)Cn1ncc2c3ccccc3n(Cc3ccc(Cl)cc3)c2c1=O	.	.	-8%	.	.	8	.	?	-4%
Cc1ccc(Cc2c(C)nc3nc(SCC(=O)NCCCN4CCCC4)nn3c2C)cc1	6%	2%	2%	-13	-18%	0	-4%	0%	-18%

(cont.)
Molecule	MCF10A rereplic	SW480 rereplic	HEK293 tox	IL-1B inflam inh	HT1080NT lethal	DRD3 agonist	HT1080 IDH1KD tx	KB-V1 MDR tox	KB-3-1 cytotox
COC(=O)c1ccc(C(=O)NC2CCSc3ccccc32)cc1 (stereo not drawn)	1%	14%	-15%	0	0%	0	0%	0%	14%
CCCOC(=O)CCNc1n[nH]c(=O)[nH]c1=O	-7%	-1%	-3%	-11	8%	4	16%	5%	2%
CC(O)c1nc2ccccc2n1C/C=C/c1ccccc1 (stereo not drawn)	-6%	0%	2%	24	3%	-2	-3%	15µM*	-6%
CCC(C)NC(=O)c1nn(-c2ccc(C)cc2)c(=O)n(C)c1=O (stereo not drawn)	.	.	-1%	.	.	5	.	23%	-4%
CCOC(=O)C(C#N)=CN1CCNc2ccccc21	-2%	2%	-21%	-21	7%	-1	6%	-12%	14%
COc1ccc(Cc2c(-c3ccc(OC)c(OC)c3)nc3ccc(C)cn23)c(C)c1	.	.	-7%	-6	-29%	-10	?	16%	-14%
CC#CC(=O)NCC1(N(C)Cc2ccccc2)Cc2ccccc2C1	17%	1%	-19%	0	8%	-6	5%	0%	-30%
COc1ccc(N2C(=O)[C@H]3CCC=C[C@H]3[C@@H]2c2ccccc2Br)cc1	?	-6%[9.22 µM]	6%	9	-9%	-17	-1%	-26%	-7%

Continuation.
Molecule	MCF10A rereplic	SW480 rereplic	HEK293 tox	IL-1B inflam inh	HT1080NT lethal	DRD3 agonist	HT1080 IDH1KD tx	KB-V1 MDR tox	KB-3-1 cytotox
CCOc1ccccc1N(C(=O)c1ccco1)C(C(=O)NC1CCCC1)c1cccs1 (stereo not drawn)	10%	6%	-2%	-2	-1%	2	3%	5%	1%
O=c1[nH]c(C2CCN(S(=O)(=O)c3ccc4c(c3)OCCO4)CC2)nc2c1nnn2Cc1c(F)cccc1Cl	15%	?	-9%	-9	-25%	-6	?	-17%	-7%
O=C(/C=C/Nc1ccc(Br)cc1F)c1ccccc1	3%	-1%	-9%	-3	?	-1	?	-23%	-11%
FC(F)(F)c1ccccc1NC(=S)Nc1cccc2cnccc12	0%	0%	15%	23	8%	-6	20%	-26%	1%
CCn1c2ccccc2c2cc(NC(=O)COc3ccc(C)c(C)c3)ccc21	.	.	-6%	.	.	-17	.	-6%	7%
CC(C)(C)NS(=O)(=O)c1cnc(Cl)c(Cl)c1	-7%	1%	-11%	3	-5%	-10	0%	2%	-9%
CCOc1ccc(C(=O)NNC2CC(=O)N(CCc3ccccc3)C2=O)cc1OC (stereo not drawn)	5%	-1%	-6%	i	6%	-1	15%	?	5%
Cc1cc(C(=O)N2CCc3c([nH]c4ccccc34)C2c2cccc(Cl)c2)nn1C (stereo not drawn)	23%	-4%	-17%	?	-11%	0	-20%	3%	-18%

New compounds follow:
Molecule	MCF10A rereplic	SW480 rereplic	HEK293 tox	IL-1B inflam inh	HT1080NT lethal	DRD3 agonist	HT1080 IDH1KD tx	KB-V1 MDR tox	KB-3-1 cytotox
COc1ccccc1/C=C/C(=O)NCC(=O)N1CCC(N(C)C2CCCC2)CC1	0%	2%	-6%	6	0%	-15	2%	-7%	-5%
CCN1CCN(C(C(=O)NC2CCCC2)c2cc3c(cc2[N+](=O)[O-])OCO3)CC1 (stereo not drawn)	1%	0%	-3%	-8	-2%	2	3%	-20%	-9%
CC1(c2nnnn2Cc2ccccc2)CCC(=O)N1Cc1cccs1 (stereo not drawn)	.	.	-4%	80	10%	-1	24%	?	10%
Cc1cccc(NC(=O)CC2C(=O)NC3CCCCC3N2C(=O)c2ccccc2Cl)c1 (stereo not drawn)	1%	-8%	11%	-7	-1%	7	3%	19%	-5%
CCOc1ccc(C(=O)COC(=O)c2ccc(-n3cnnn3)cc2)cc1	-2%	-6%	-28%	-8	8%	3	8%	4%	-4%
